RAD54 inh: inhibitors of human RAD54 branch migration, primary screen, biochemical, fluorescence, single point; AID 602329, 2012; RAD54 Holliday junction branch migration, FAM/BHQ fluorescence; 360,000 tested, 0.14% active; inhibition, % at 10.4 µM; DNA repair and recombination protein RAD54-like (Homo sapiens), Q92698;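 active = mean normalized replicate activity at least 40 and at least half of replicates scoring 40 or more; inconclusive = only one of the two criteria met; inactive = mean below 40 and under half of replicates reaching 40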;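 also: 0% = median of neutral control wells and 100% = median of positive control wells; inhibitors cause a drop in the FAM fluorescence signal; in these data hits start at about 50%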
miR-122 sensor: miR-122 Renilla sensor signal increase in Huh7, primary screen, miR-122 inhibitor project, cell-based, single point, plate reader | 340,000 tested, 0.3% active | activation (reporter increase), % at 12.5 µM | Huh7 miR-122 Renilla luciferase sensor, 48 h; neutral wells = 0, positive control = 100;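 active = mean replicate activation score at least 90 and every replicate individually at or above 90; inconclusive = only one of the two criteria met; inactive = neither criterion met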;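 also: higher luciferase means less miR-122 activity so hits act as miR-122 inhibitors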
PglD inh: C. jejuni PglD acetyltransferase inhibitors, primary screen, biochemical, DTNB colorimetric, single point; 360,000 tested, 0.098% active; purified PglD enzyme, DTNB colorimetric CoA detection; UDP-N-acetylbacillosamine N-acetyltransferase PglD (Campylobacter jejuni); inhibition, % at 12.5 µM; in the data active = inhibition above about 16%, passing the limit was not always enough; inconclusive = no clear call, values can overlap the other calls; also: strong numbers were not always called active
E-selectin induc: E-selectin induction in HUVECs, primary screen, imaging, HUVEC, immunofluorescence imaging, single point; activation, % at 7.58 µM; normalized: neutral wells 0, TNF-alpha wells 100; 260,000 tested, 0.37% active; AID 686992, 2013; P16581;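 active = mean E-selectin-positive cell signal at least 10% of the positive control, reached in at least 60% of replicates, without over 20% cell loss; inconclusive = no rule given, readout overlaps actives, possibly toxicity-flagged; inactive = the rest, including those meeting only one limit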;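 also: in these data hits start at about 27%; measured in HUVEC primary endothelial cells; signal is the percent of cells scored E-selectin positive by PE staining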
Target sequence (P16581 whole entry, looked up): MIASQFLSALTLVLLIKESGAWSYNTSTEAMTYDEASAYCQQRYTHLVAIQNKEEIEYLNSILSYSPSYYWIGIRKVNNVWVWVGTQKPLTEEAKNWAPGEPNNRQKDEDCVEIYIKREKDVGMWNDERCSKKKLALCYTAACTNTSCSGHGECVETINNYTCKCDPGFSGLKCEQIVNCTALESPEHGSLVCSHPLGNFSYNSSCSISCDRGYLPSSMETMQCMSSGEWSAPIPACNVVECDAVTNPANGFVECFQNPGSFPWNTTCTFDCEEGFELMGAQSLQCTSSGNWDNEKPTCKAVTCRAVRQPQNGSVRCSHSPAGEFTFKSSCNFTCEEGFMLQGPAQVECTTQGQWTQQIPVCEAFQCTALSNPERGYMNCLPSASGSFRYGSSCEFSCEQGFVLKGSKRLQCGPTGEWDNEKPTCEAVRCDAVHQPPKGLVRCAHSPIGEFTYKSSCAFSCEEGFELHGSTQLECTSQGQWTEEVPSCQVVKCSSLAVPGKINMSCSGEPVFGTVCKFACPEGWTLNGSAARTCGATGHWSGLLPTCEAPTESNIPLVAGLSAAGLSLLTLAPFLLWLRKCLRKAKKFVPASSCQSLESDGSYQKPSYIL
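Assay system: HUVEC primary endothelial cells. Input: 3,000 HUVEC seeded per well. Doses: one compound dose added by pin transfer. Read-out basis: % PE-positive cells. Benchmarks: TNF-alpha high, DMSO low. Detection: immunofluorescence imaging. Buffer or medium: EGM-2, gelatin.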
Cneo AK release: Cryptococcus neoformans cell lysis inducers, primary screen, AK release luminescence, single concentration | C. neoformans lysis, adenylate kinase release luminescence, 4 h; normalised: neutral wells 0, clomiphene wells 100 | lysis activity, % at 15 µM | 360,000 tested, 0.2% active | AID 651654, 2012;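 active = mean lysis activity across replicates of at least 80%, whatever share of replicates individually reach that level; inactive = mean lysis activity below 80%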
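Signal: Adenylate kinase release luminescence | Assay system: Log-phase Cryptococcus neoformans yeast cells | Input: Cells at 5 × 10^6 per mL | Buffer or medium: Fresh YPD growth medium | Compound: Single dose | Schedule: Static 4 h at 37 °C with compound, 1 h detection | Controls: Clomiphene | Read-out: Luminescence rise reflecting yeast cell lysis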
PGC1a acetyl inh: inhibitors of PGC1a acetylation signal, primary screen, cell-based, U2OS, AlphaScreen, inhibitor mode. AlphaScreen anti-acetyl-lysine; with virally co-expressed GCN5 acetyltransferase. inhibition, % at 15.6 µM. 350,000 tested, 0.17% active;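 active = every replicate shows inhibition of at least 40%; inconclusive = mean inhibition at least 40% but some replicate below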;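 also: 0% = neutral control wells and 100% = positive control wells; some results beyond the cut were filed as inactive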
ERAP1 HTS inh: human ERAP1 aminopeptidase inhibitors, primary screen, biochemical, single point, plate reader | Endoplasmic reticulum aminopeptidase 1 (Homo sapiens), Q9NZ08 | recombinant ERAP1, Leu-AMC fluorescence, 60 min | inhibition, % at 10.7 µM | 340,000 tested, 0.15% active;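 active = mean replicate inhibition of at least 30%, or all replicates individually reaching that 30% level; inactive = mean below 30% and not every replicate reaching it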;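 also: 0% = neutral control wells and 100% = L-leucinethiol positive control wells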
RAD52 inh: RAD52 DNA annealing inhibitors, primary screen, biochemical, FRET, single point, set 2; 360,000 tested, 0.46% active; AID 651710, 2012; recombinant RAD52 DNA annealing, FRET fluorescence; DNA repair protein RAD52 homolog (Homo sapiens), P43351; inhibition, % at 18.7 µM;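 active = every replicate showing at least 50% inhibition; inconclusive = mean inhibition at least 50% but not in every replicate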
Target sequence (P43351 whole entry, looked up): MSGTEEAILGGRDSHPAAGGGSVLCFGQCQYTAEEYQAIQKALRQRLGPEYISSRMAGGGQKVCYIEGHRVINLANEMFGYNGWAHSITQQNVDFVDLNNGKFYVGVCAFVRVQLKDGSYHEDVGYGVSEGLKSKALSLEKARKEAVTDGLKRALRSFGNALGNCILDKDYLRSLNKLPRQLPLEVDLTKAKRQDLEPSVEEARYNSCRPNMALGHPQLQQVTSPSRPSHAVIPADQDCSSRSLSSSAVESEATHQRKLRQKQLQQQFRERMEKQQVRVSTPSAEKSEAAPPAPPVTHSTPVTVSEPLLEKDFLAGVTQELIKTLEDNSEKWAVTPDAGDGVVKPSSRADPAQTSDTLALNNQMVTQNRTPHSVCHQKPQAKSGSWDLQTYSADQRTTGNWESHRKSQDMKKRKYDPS
Starred values were filed as active, the others as inactive; ? = inconclusive; nt = not tested or not shown; & = joins results of further samples; [ ] = dose if it differs, or a comment.

No. | smiles | RAD54 inh | miR-122 sensor | PglD inh | E-selectin induc | Cneo AK release | PGC1a acetyl inh | ERAP1 HTS inh | RAD52 inh
1 | COc1ccccc1CCC(=O)Nc1ccc2c(c1)CN(CCCn1cccn1)CC2 | 1 | nt | 3 | nt | -2 | 1 | 2 | 2
2 | Cc1ccc(OCC(=O)Nc2ccc3c(c2)ncn3C)cc1 | -7 | 0 | -3 | -1.3 | 0 | 8 | 2 | -1
3 | Cc1ccc(NC(=O)N2CCN(c3ccccn3)CC2)cc1 | -5 | 0 | -3 | nt | -1 | 12 | 3 | -10
4 | COC(=O)C[C@@H]1CC[C@@H]2[C@@H](COc3ccc(NS(=O)(=O)c4ccccc4F)cc3C(=O)N2C)O1 | -2 | -42[16.7 µM] | 1 | 0.3 | 6 | -2 | nt | nt
5 | C[C@@H]1CCCCO[C@H](CN(C)CC2CCCCC2)[C@@H](C)CN([C@H](C)CO)C(=O)c2cc(NC(=O)Nc3cccc4ccccc34)ccc2O1 | 10 | -3[16.7 µM] | 9 | 0.2 | 0 | 17 | -5 | 8
6 | COc1ccc(N2C(=O)CCC(C(=O)NCc3ccccn3)C2c2ccc(OC)c(OC)c2)cc1 (stereo not given) | -1 | -7 | 4 | nt | -1 | 10 | nt | nt
7 | Cc1ccc(CSCC(=O)Nc2ccccc2)cc1 | -14 | -1 | 3 | -0.4 | -3 | -3 | -1 | -11
8 | NNC(=O)c1cccc(COc2ccccc2Br)c1 | 1 | 5 | 2 | nt | -6 | 10 | nt | nt
9 | Cc1ccc(NC(=O)Cc2ccc([N+](=O)[O-])cc2)c(Br)c1 | 7 | -10 | 4 | -0.4 | -1 | 0 | nt | nt
10 | CO[C@@H]1CN(C)C(=O)c2ccc(NC(=O)Nc3ccccc3)cc2OC[C@@H](C)N(CC2CC2)C[C@@H]1C | -8 | 16[16.7 µM] | 15 | -0.1 | 1 | 4 | 3 | 10
11 | COCC#Cc1cnc2c(c1)C(=O)N([C@@H](C)CO)C[C@H](C)[C@H](CN(C)C(=O)c1cnccn1)O2 | 3 | -1[16.7 µM] | -1 | nt | 2 | 4 | 8 | -6
12 | Cn1nc(C(F)(F)F)c(-c2ccc(Br)cc2)c1NC(=O)c1ccco1 | 6 | 4 | 3 | 0.3 | -2 | nt | -2 | -8
13 | COc1ccc(C(=O)/C=C/Nc2ccccn2)cc1 | 5 | -2 | 7 | nt | -1 | 3 | nt | nt
14 | COC(=O)CCCn1nc(NC(=O)COc2ccc(F)cc2)cc1C | 0 | -2 | -2 | nt | 0 | -3 | 0 | -10
15 | C[C@@H]1CN([C@@H](C)CO)C(=O)Cc2cc(NC(=O)Nc3ccc(C(F)(F)F)cc3)ccc2O[C@H]1CN(C)Cc1ccc2c(c1)OCO2 | -5 | -5[16.7 µM] | 1 | -0.2 | 4 | -7 | 2 | 39
16 | C/C=C/c1ccc2c(c1)O[C@H](CN(C)C(=O)COC)[C@H](C)CN([C@H](C)CO)S2(=O)=O | -3 | nt | 3 | -0.2 | -10 | 2 | 2 | -1
17 | COc1cc(/C=N/N2C(C)CCCC2C)cc(Br)c1O (stereo not given) | 9 | -2 | 0 | 3.0 | 1 | -8 | 0 | -13
18 | COc1ccc(N(CC(=O)NCc2ccccc2)S(=O)(=O)c2c(C)nn(C)c2C)cc1 | 11 | nt | 0 | 0.0 | 3 | nt | 1 | -8
19 | Cc1ccc(-c2noc(-c3ccccc3C(=O)NCC3CCCO3)n2)cc1 (stereo not given) | -4 | 6 | 2 | nt | -3 | -10 | nt | nt
20 | COc1cc(OC)cc(-c2c(-c3cccs3)c3cc(-c4ccc(C(N)=O)cc4)ccc3n2C)c1 | 7 | 5 | 3 | 6.0 | 6 | nt | nt | nt
21 | C[C@H](NC(=O)C[C@@H]1CC[C@H](NC(=O)Cc2ccccn2)[C@@H](CO)O1)c1ccccc1 | -2 | -3[16.7 µM] | -4 | 0.1 | -1 | -3 | 0 | -10
22 | COc1cccc(/C=N/NC(=O)CNC(=O)C(c2ccccc2)c2ccccc2)c1O | 5 | -10 | -3 | 0.1 | 2 | nt | -1 | -23
23 | COc1ccc(C2CC(c3ccc(F)cc3)n3nc(NS(C)(=O)=O)nc3N2)cc1 (stereo not given) | nt | nt | nt | 0.0 | nt | -6 | 1 | -2
24 | CCOC(=O)C1=NN(C(=O)c2ccc(C)cc2)C(O)(c2ccc(Cl)cc2)C1 (stereo not given) | -7 | 1 | 1 | nt | 2 | 1 | nt | nt
25 | COc1cc(NC(=O)CCS(=O)(=O)c2ccc3c(c2)oc(=O)n3C)cc(OC)c1 | nt | -6 | nt | 0.1 | nt | 4 | 3 | -13
26 | CCC(=O)N[C@@H]1C=C[C@@H](CC(=O)NCc2ccccc2F)O[C@@H]1CO | -1 | 13[16.7 µM] | 1 | -0.1&-0.1 | -1 | 4 | 4&-1 | -9&-10
27 | CC(C)(C)c1nn(-c2ccccc2)c2[nH]c(=O)c(CNc3ccc4c(c3)OCCO4)cc12 | -2 | -6 | 2 | nt | 0 | -39 | nt | nt
28 | COc1ccc2c3c(n(C)c2c1)[C@@H](CO)N(C(C)=O)CC31CCN(Cc2ccccc2OC)CC1 | nt | nt | nt | -0.2 | nt | 0 | 0 | 10
29 | CCOC(=O)N1CCN(S(=O)(=O)N2CCCC(C(=O)NCCc3ccc(OCC)c(OCC)c3)C2)CC1 (stereo not given) | nt | -6 | nt | -0.1 | nt | 3 | -2 | 4
30 | CCCCc1nnc(NC(=O)CCS(=O)(=O)c2ccc(Cl)cc2)s1 | 3 | 1 | 0 | -2.0 | 4 | -6 | 1 | -9
31 | O=C(COc1ccccc1)NCC(=O)N/N=C/c1ccc(O)cc1O | nt | nt | nt | 2.2 | nt | 1 | 1 | -19
32 | COc1ccccc1NC(=O)CN1CCN(CC(=O)Nc2ccc(Cl)c(C(F)(F)F)c2)CC1 | 4 | -1 | 2 | nt | -1 | -17 | nt | nt
33 | COc1ccccc1/C=N/Nc1cc(C)nc(N2CCOCC2)n1 | 1 | nt | -3 | nt | 0 | -4 | 1 | -3
34 | COc1ccc(NC(=O)CCCCC#Cc2ccccc2)cc1 | 7 | nt | 4 | 0.0 | 6 | nt | nt | -7
35 | CC(C)=CCC[C@](C)(O[C@@H]1O[C@H](CO[C@@H]2OC[C@@H](O)[C@H](O)[C@H]2O)[C@@H](O)[C@H](O)[C@H]1O)C1CC[C@]2(C)C1[C@H](O)CC1[C@@]3(C)CC[C@H](O[C@@H]4O[C@H](CO)[C@@H](O)[C@H](O)[C@H]4O)C(C)(C)C3CC[C@]12C (stereo not given in full) | -21 | 2 | 0 | 0.0 | 7 | -3 | -12 | -17
36 | Cc1ccc(C(=O)OCC(=O)NCc2ccccc2)s1 | -4 | 3 | 7 | -0.2 | -1 | -2 | -2 | -5
37 | O=C(N[C@@H]1C=C[C@@H](CC(=O)N2CCOCC2)O[C@H]1CO)c1cccc(F)c1 | 3 | -1[16.7 µM] | -3 | 0.3 | -2 | -15 | 1 | -5
38 | C[C@@H]1CCCCO[C@H](CN(C)Cc2ccc(C(F)(F)F)cc2)[C@H](C)CN([C@H](C)CO)C(=O)c2cc(NC(=O)Nc3ccccc3)ccc2O1 | 4 | -6[16.7 µM] | 0 | 0.1 | 3 | 16 | nt | nt
39 | COc1ccc(-c2ccc(CCC(=O)O)n2CC(=O)Nc2ccccc2C)cc1 | 7 | nt | -111 | nt | 6 | 7 | -1 | -31
40 | COc1cccc(NC(=O)N2CC(=O)N3[C@@H](CO)[C@H](c4ccc(C#CCC5CCCC5)cc4)[C@@H]3C2)c1 | nt | nt | nt | 2.5 | nt | -10 | -1 | 2
41 | C[C@@H]1CN([C@H](C)CO)C(=O)c2ccccc2-c2ccccc2CO[C@H]1CN(C)S(=O)(=O)c1ccc(Cl)cc1 | 12 | nt | 0 | -0.5 | 46 | -26 | -1 | 6
42 | Cc1ccc(OC(C)C(=O)Nc2cc(C)on2)cc1 (stereo not given) | 7 | -5 | -4 | 1.4 | 4 | -2 | 2 | -3
43 | COc1ccccc1OCCn1cc(/C=N/NC(=O)c2ccncc2)c2ccccc21 | -30 | -2 | 2 | 6.4 | 5 | ? | 4 | 13
44 | COc1ccc([C@@H]2CC=C(C(=O)O)[C@H](c3ccc(F)cc3)N2S(=O)(=O)c2ccc(Cl)cc2)cc1 | 4 | 0 | -3 | -0.1 | -2 | 0 | -1 | -12
45 | Cn1c(=O)c2[nH]c(CCNC(=O)c3ccccc3)nc2n(C)c1=O | nt | -9 | nt | 0.9 | nt | -4 | -1 | -39
46 | Cc1ccc(Cc2c(-c3cccc(Br)c3)nc3ccc(Cl)cn23)cc1 | -3 | 3 | -4 | 2.5 | 0 | 4 | 8 | -72
47 | COc1ccc2c(c1)N1CCN=C1N2C | 2 | -10 | -4 | nt | 1 | -14 | nt | nt
48 | C=CCOC(=O)/C(=C\c1cccc2ccccc12)NC(=O)c1ccccc1 | -2 | 0 | -3 | nt | -1 | -10 | nt | nt
49 | CCCC(c1nnnn1Cc1ccc(F)cc1)N1CCN(C)CC1 (stereo not given) | -4 | 1 | -3 | -0.7 | 4 | 9 | -5 | -9
50 | Cc1nn2c(-c3ccncc3)nnc2c2ccccc12 | 10 | -7 | -1 | nt | -2 | 1 | nt | nt
51 | C[C@H]1CN([C@@H](C)CO)C(=O)Cc2cc(NC(=O)CCC(F)(F)F)ccc2O[C@H]1CN(C)Cc1ccc(C(=O)Nc2ccccc2N)cc1 | -4 | 20[16.7 µM] | -3 | nt | 4 | -18 | -1 | 4
52 | CCc1nnc(SCc2cccc(F)c2)nc1CC | 3 | -6 | 0 | -0.2 | 3 | 0 | nt | nt
53 | O=C(O)CCCNC(=O)OCc1ccccc1 | 4 | 5 | 9 | nt | 1 | -9 | nt | nt
54 | Cc1ccc(C(=O)Oc2cc(N)n(S(=O)(=O)c3ccc(F)cc3)n2)cc1 | 3 | 1 | -5 | -0.2 | 1 | 4 | 1 | -17
55 | CCN1C(=O)[C@@H]2[C@@H](c3ccc(-c4cc(C(C)=O)cs4)cc3)N3CCC[C@@]3(C(=O)OC)[C@@H]2C1=O | -9 | 0 | -3 | 0.1 | -1 | -5 | 2 | -32
56 | COc1ccc(CC(NC(C)=O)C(=O)NC2CCN(S(=O)(=O)c3ccc(NC(C)=O)cc3)CC2)c(OC)c1 (stereo not given) | -3 | -5 | -1 | nt | -3 | 3 | 1 | 8
57 | C[C@@H]1CN([C@H](C)CO)C(=O)c2cccc(NC(=O)Nc3ccccc3)c2O[C@H]1CN(C)S(=O)(=O)c1ccccc1 | 8 | -7[16.7 µM] | -1 | -3.8 | 4 | -3 | -3 | -4

Compound activity (PubChem)
